Screening data from PubChem.
Neddylation inh = cullin neddylation inhibition. TR-FRET cullin neddylation, biochemical. calls only at 25 µM. hit rate 0.58% among 360,000. AID 651699; in the data active = inhibition above about 36%
CSN inh = CSN deneddylation inhibition. Purified CSN, SCF-Nedd8-OG deneddylation, fluorescence polarization. inhibition, % at 12.5 µM. hit rate 0.38% among 360,000;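 active = pattern-corrected inhibition above about 35%, with an unprinted fluorescence ratio check between 0.5 and 1.5, limit read from the data, passing the limit was not always enough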;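 also: 0% = enzyme with substrate and 100% = substrate without enzyme; some results filed as inactive read as strong as hits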
Target sequence (Q92905 whole entry, looked up, one chain of several): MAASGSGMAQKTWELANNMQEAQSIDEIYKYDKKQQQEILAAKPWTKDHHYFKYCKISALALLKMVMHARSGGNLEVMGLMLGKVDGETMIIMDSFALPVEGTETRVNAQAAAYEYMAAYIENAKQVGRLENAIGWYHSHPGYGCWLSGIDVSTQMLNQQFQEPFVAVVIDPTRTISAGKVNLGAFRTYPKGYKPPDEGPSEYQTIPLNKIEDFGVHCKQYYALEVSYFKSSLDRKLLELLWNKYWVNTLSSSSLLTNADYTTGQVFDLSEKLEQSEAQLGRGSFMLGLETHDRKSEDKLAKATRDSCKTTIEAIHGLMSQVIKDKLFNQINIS
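Assay system: Purified human Csn5 enzyme expressed in HEK293T cells | Amount: Enzyme 0.24 nM | Measured by: Fluorescence polarization readout | Medium: Tris/NaCl/DTT buffer, pH 7.5 | Compound dosing: One concentration, 12.5 µM, 0.25% DMSO | Times: 90 min incubation of compound, enzyme and substrate at room temperature | Control set: no-enzyme wells high, enzyme-with-substrate wells low | Read-out: % inhibition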
Rpn11 block = Rpn11 (human) deubiquitinase inhibition; human 26S proteasome, Ub4-pepOG fluorescence polarization; 20S core pre-blocked with epoxomicin; calls only at 20 µM; hit rate 0.59% among 360,000; O00487; AID 588493;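 active = inhibition at 20 µM, scaled to each plate's controls, above about 33%, limit read from the data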
SUMO1 PPI mod = modulators of human SUMO1-mediated protein-protein interactions; P63165; SUMO1 binding to a labelled peptide, TR-FRET, 1 h; inhibition, % at 20 µM; hit rate 0.33% among 360,000; in the data active = inhibition above about 37%
LMPTP block = LMPTP (human) inhibition | recombinant LMPTP-A, OMFP fluorogenic substrate, fluorescence intensity | P24666 | hit rate 0.22% among 360,000 | AID 651560 | inhibition, % at 20 µM;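 active = compounds that cut the enzyme signal by at least half of the control window in the single-dose screen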;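 also: plate controls were DMSO wells with enzyme plus substrate for no effect and substrate without enzyme for full effect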
Target sequence (P24666 whole entry, looked up): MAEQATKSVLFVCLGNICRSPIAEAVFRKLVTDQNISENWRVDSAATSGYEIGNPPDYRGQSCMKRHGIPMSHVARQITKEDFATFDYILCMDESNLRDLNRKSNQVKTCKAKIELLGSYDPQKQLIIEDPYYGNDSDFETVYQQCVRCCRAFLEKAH
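Test system – LMPTP-A phosphatase enzyme · Quantity – 0.625 nM LMPTP-A final · Reagent – OMFP substrate, 400 µM final · Dosing – one test concentration per compound, 20 µM, with 3% DMSO overall · Timing – 50 min enzyme reaction at room temperature, protected from light · Detection – fluorescence intensity · Controls – substrate-only low control, DMSO enzyme-plus-substrate high control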
Scp-1 inhibitor = blocks human Scp-1 phosphatase activity; Q9GZU7; Recombinant Scp1, phosphopeptide, malachite green phosphate absorbance; inhibition, % at 20 µM; hit rate 0.88% among 340,000;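 active = inhibition above about 50% at 20 µM, limit read from the data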;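 also: plate controls were DMSO wells with enzyme for no effect and wells lacking enzyme for full effect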
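Times: enzyme reaction 45 min at room temperature, colour 5 min, stabilisation 30 min. Material: SCP-1 catalytic fragment, aa 76-261. Medium: Acidic Tris acetate buffer with magnesium and detergent. Signal: colorimetric free-phosphate detection, absorbance 630 nm. Read-out basis: % inhibition of SCP-1 phosphate liberation. Reagent: Phosphorylated 17-residue peptide substrate.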
DNMT1 inh = inhibitors of human DNMT1. DNMT1 molecular beacon, Hinp1I cleavage, fluorescence. P26358. hit rate 0.83% among 360,000. inhibition (reported as % activation of signal), % at 10 µM; in the data active = inhibition above about 50%
Rin1 Abl inh = blocks binding of human Rin1 to Abl; P00519+Q13671; TR-FRET Rin1/Abl binding, biochemical; inhibition, % at 7.35 µM; hit rate 0.4% among 360,000; AID 588664; in the data active = inhibition above about 5%, passing the limit was not always enough
NadD inh = blocks S. aureus nicotinate mononucleotide adenylyltransferase; inhibition, % at 20 µM; purified NadD enzyme, colorimetric absorbance read-out; AID 602399; hit rate 0.78% among 360,000; in the data active = inhibition above about 26%; also: some compounds past the cut are filed as inactive
STEP block = inhibitors of human striatal-enriched phosphatase STEP; inhibition, % at 20 µM; recombinant STEP, OMFP fluorogenic substrate, fluorescence; P54829; hit rate 0.25% among 360,000;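 active = inhibition at 20 µM, scaled per plate between control wells, above about 37%, limit read from the data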;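 also: 0% = DMSO with enzyme and substrate and 100% = substrate only without enzyme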
Target sequence (P54829 whole entry, looked up): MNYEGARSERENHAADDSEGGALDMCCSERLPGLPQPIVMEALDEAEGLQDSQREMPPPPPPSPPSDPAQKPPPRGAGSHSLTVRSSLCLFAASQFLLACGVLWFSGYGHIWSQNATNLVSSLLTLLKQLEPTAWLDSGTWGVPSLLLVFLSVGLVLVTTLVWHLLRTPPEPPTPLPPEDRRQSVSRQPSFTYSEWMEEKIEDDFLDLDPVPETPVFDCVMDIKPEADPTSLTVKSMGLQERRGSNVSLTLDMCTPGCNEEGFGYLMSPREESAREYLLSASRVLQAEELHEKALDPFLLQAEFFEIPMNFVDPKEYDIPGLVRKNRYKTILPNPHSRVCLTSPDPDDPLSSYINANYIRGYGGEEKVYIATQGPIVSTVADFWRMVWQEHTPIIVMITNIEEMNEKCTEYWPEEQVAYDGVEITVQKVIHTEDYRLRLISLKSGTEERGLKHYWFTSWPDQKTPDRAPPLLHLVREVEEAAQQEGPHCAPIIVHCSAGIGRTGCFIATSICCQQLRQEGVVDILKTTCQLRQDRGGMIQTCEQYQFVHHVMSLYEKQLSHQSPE
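System: isolated STEP enzyme; schedule: 20 min enzyme reaction at room temperature, protected from light; medium: Bis-Tris buffer pH 6.0, 2.5 mM DTT, 0.005% Tween 20; signal: fluorescence, 480/540 nm; dosing: single compound dose of 20 µM, 1% DMSO final; also added: OMFP substrate, 25 µM final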
Active calls of the source: *; i = inactive; x = no result given. Not a hit list (roughly 3.8% active in at least one column).

SMILES | Neddylation inh | CSN inh | Rpn11 block | SUMO1 PPI mod | LMPTP block | Scp-1 inhibitor | DNMT1 inh | Rin1 Abl inh | NadD inh | STEP block
COc1ccc(O)c(/C=N/N2CCOCC2)c1 | i | 1 | i | -5 | -0.4 | -1 | 2 | 1 | 4 | -1
O=[N+]([O-])c1cc(Br)c2c(c1)CCN2 | i | -4 | i | -34 | 0.5 | x | -4 | -12 | -4 | 0
Cn1c(=O)oc2cc(S(=O)(=O)CCC(=O)N3CCN(c4ccccc4)CC3)ccc21 | i | 0 | i | -9 | -1.2 | -2 | 0 | 1 | -2 | 0
CCC1CCc2sc(C(=O)N3CCCN(C)CC3)cc2C1 (centres undefined) | i | 2 | i | 2 | -1.7 | -6 | 0 | 1 | -4 | 0
Cc1cc(NC(=O)NC(=O)c2ccccc2NC(=O)C(C)N)ccc1Oc1ncc(Br)cn1 (centres undefined) | i | -1 | i | 3 | -0.6 | -10 | -6 | 4 | -4 | -1
COc1ccc(Cc2noc(CN3CCN(C4CCc5ccccc5C4)CC3)n2)cc1OC (centres undefined) | i | -3 | i | 7 | 3.0 | -4 | 2 | 3 | -5 | 1
CC(=O)c1c(OC(=O)c2ccc(C)cc2)c2ccccc2n1C | i | 5 | i | -7 | 3.1 | 0 | 3 | -3 | -11 | 0
CC(=O)Nc1ccc(NC(=O)C(C)OC(=O)c2ccc(-n3cnnn3)cc2)cc1 (centres undefined) | i | -7 | i | 1 | -0.4 | -1 | 0 | 2 | 5 | -2
Cc1ccc(CN2CCN(CCCc3ccccc3)CC2CCO)cc1 (centres undefined) | i | -2 | i | -2 | -0.8 | -9 | -1 | 2 | -12 | 3
CC(=O)c1nn(-c2ccccc2)c(=Nc2ccccc2)cc1C | i | -3 | i | -15 | -0.9 | x | 1 | 6 | -3 | -1
Fc1ccc(Nc2ncnc3sc4c(c23)CCC4)cc1 | i | 0 | i | 1 | 0.2 | -8 | -5 | -2 | -1 | 1
Cc1ncoc1C(=O)N1CCCC(C(=O)c2ccc(-c3ccccc3)cc2)C1 (centres undefined) | i | -2 | i | -3 | 1.5 | -4 | 2 | 1 | 0 | -1
COC(=O)c1ccc(COc2ccccc2/C=N/Nc2cccc(C(=O)O)c2)cc1 | i | -5 | i | 15 | 2.2 | -5 | 1 | -4 | 19 | -1
CC(=O)c1ccc(OCC(O)CNCc2ccc3c(c2)OCO3)cc1 (centres undefined) | i | 0 | i | 5 | 0.1 | -6 | -9 | 2 | -11 | -2
Cc1cc(C)nc(SCc2nc3ccccc3n2C)n1 | i | -2 | i | 1 | 1.0 | -2 | 0 | 0 | -2 | -1
Cc1ccc(S(=O)(=O)N2CCCCC2)cc1NC(=O)Cn1ccc(C(F)(F)F)n1 | i | 0 | i | 1 | 0.1 | -3 | 8 | 3 | -4 | 4
Cc1ccc(SCc2c(C(=O)N/N=C/c3ccccc3)nnn2-c2nonc2N)cc1 | i | -1 | i | 1 | 2.7 | 3 | -3 | 1 | -1 | 3
Cc1ccc[n+](CC(=O)Nc2cc(C(F)(F)F)ccc2Cl)c1 | i | -1 | i | 0 | -0.3 | -1 | -1 | -1 | -7 | 3
NS(=O)(=O)c1ccc(O)c(NC(=O)c2ccc([N+](=O)[O-])cc2)c1 | i | -4 | i | -28 | -0.4 | 3 | 2 | -1 | 1 | -1
CC(=O)c1cccc(-c2ccc3c(c2)C(C)(Cc2ccc(S(C)(=O)=O)cc2)C(=O)N3)c1 (centres undefined) | i | 4 | i | -3 | -2.4 | x | 4 | -4 | 1 | 2
CSC1=C(C#N)C(c2ccc(Cl)cc2)C2=C(CC(C)(C)CC2=O)N1 (centres undefined) | i | 14 | i | -8 | 3.0 | -14 | -2 | -3 | -4 | 0
COc1ccc(S(=O)(=O)N(C)c2ccc(C(=O)N3CCN(c4ccccc4)CC3)cc2)cc1OC | i | -1 | i | 4 | 0.0 | 0 | -1 | 1 | -2 | 4
COc1ccc(NC(=O)CSc2nnnn2C)cc1S(=O)(=O)N1CCCCC1 | i | -3 | i | -2 | -1.5 | -5 | 3 | 0 | -4 | -6
Cn1nccc1C(=O)Nc1nnc(C2CC2)s1 | i | -9 | i | 4 | -1.3 | -10 | 1 | 0 | 2 | -4
C/C(=N\NS(C)(=O)=O)c1ccc(C)cc1 | i | -2 | i | 0 | -1.8 | -8 | 0 | 4 | 4 | 1
CCN1CCN(CCNC(=O)c2cc(Cl)c(NC(=O)C3=C(C)OCCS3)cc2OC)CC1 | i | 0 | i | 2 | -1.4 | -2 | -5 | 1 | -5 | -2
COc1ccc(N=C2NC(=O)/C(=C\c3ccco3)S2)cc1 | i | 23 | i | -10 | 40 | 89* | 70* | -1 | 8 | 6
CC(NC(=O)CCC(=O)c1ccccc1)c1ccc(F)cc1 (centres undefined) | i | 1 | i | 3 | 1.7 | -3 | 2 | 5 | -2 | 0
CCOc1ccccc1N1C(=O)c2ccc(S(=O)(=O)c3ccc(C(=O)O)cc3)cc2C1=O | i | 1 | i | -18 | -1.3 | -7 | 4 | 1 | -6 | 2
CC(C)(C)N(NC(=O)Nc1ccc(Cl)cc1)C(=O)c1ccccc1 | i | -1 | i | 1 | 7.5 | -5 | -4 | -2 | -1 | -1
CCOC(=O)[C@]12CCC=C1N(Cc1ccc3c(c1)OCO3)C(=O)[C@H](CC(=O)N1CCC(c3ccccc3)CC1)C2 | i | 0 | x | 6 | 4.2 | x | x | x | 3 | x
COC(=O)N/N=C/c1ccc(-c2ccc(Cl)c(Cl)c2)o1 | i | -1 | i | -13 | 1.2 | -12 | -3 | -1 | -5 | -1
CCc1ccc(N2CC(C(=O)OCC(=O)NC3CC3)CC2=O)cc1 (centres undefined) | i | -5 | i | 1 | -1.6 | -7 | 8 | 1 | 3 | -1
Cc1cc(CN2CCN(CC(=O)Nc3cc(Cl)ccc3-n3cncn3)CC2)no1 | i | 6 | i | -2 | -1.5 | 4 | 4 | 1 | -9 | 0
Cc1[nH]c2ccccc2c1CCNC(=O)c1c(N)no[n+]1[O-] | i | 2 | i | -10 | -0.6 | -3 | -2 | -3 | 2 | -1
O=C(CCc1ccccc1)N/N=C/c1cccc(O)c1 | i | -9 | i | -4 | -0.5 | -3 | -3 | -2 | 3 | 0
Cc1ccc(S(=O)(=O)c2c(N)n(CCN3CCOCC3)c3nc4ccccc4nc23)cc1C | i | 4 | i | 27 | 1.7 | 3 | -4 | -2 | 6 | -2
CCOC(=O)C1CCN(C(=O)c2cc3c(=O)n4cccc(C)c4nc3s2)CC1 | x | 0 | i | -33 | -0.4 | -12 | 2 | 0 | -5 | 0
COc1cc(C(=O)CCc2ccc3c(c2)OCO3)cc(OC)c1OC | i | 3 | i | 1 | -1.5 | -12 | -1 | -2 | -12 | -2
Cc1ccc(NC(=O)CSCc2cc(=O)n3nc(C4CC4)sc3n2)cc1 | i | -3 | i | -7 | 0.2 | -6 | 1 | 7 | -5 | 1
COc1cccc(/C=C/C(=O)OCC(=O)c2ccc(S(=O)(=O)N3CCCCC3)cc2)c1OC | i | -2 | i | -3 | 3.5 | -8 | -6 | -3 | 6 | 1
CCc1nnc(NC(=O)C2CCN(S(=O)(=O)c3ccc(C)cc3)CC2)s1 | i | 7 | i | 1 | 0.3 | -3 | 5 | 1 | -4 | -3
O=C(OC1CCOC1=O)c1ccc(N2CCCC2)c([N+](=O)[O-])c1 (centres undefined) | i | 0 | i | -15 | -0.2 | 1 | -1 | -6 | -15 | -2
COc1ccc(CNc2ccc(S(N)(=O)=O)cc2)cc1 | i | 0 | i | -3 | 0.1 | -7 | -1 | -1 | -2 | -2
O=C(N/N=C/c1ccc2c(c1)OCO2)c1cccc(NC(=O)c2ccccc2Cl)c1 | i | 0 | i | -13 | 1.5 | -3 | -4 | -1 | 6 | 1
CCCC(c1nnnn1CCC(C)C)N1CCC(C(N)=O)CC1 (centres undefined) | i | 3 | i | 3 | -2.6 | -4 | 13 | -1 | -3 | -3
CCN(C(=O)CSc1nnc(Cc2cccc3ccccc23)n1N)C1CCS(=O)(=O)C1 (centres undefined) | i | 1 | i | -6 | -2.2 | -10 | 2 | 0 | -18 | -2
COc1ccc(C(CNC(=S)NCc2ccccc2)N2CCCC2)cc1 (centres undefined) | i | 6 | i | -2 | 0.0 | -11 | -2 | 4 | -4 | 13
Cc1ccnc(NC(=O)CNC(=O)c2ccc(C)s2)c1 | i | 0 | i | -1 | 1.0 | -3 | 3 | -1 | -4 | -3
Cc1ccccc1NC(=O)c1cccc(S(=O)(=O)N2CCOCC2)c1 | i | 1 | i | 4 | -0.3 | -5 | 2 | 4 | 5 | 1
CCN(C(=O)CSc1n[nH]c(-c2ccccc2)n1)c1c(N)n(Cc2ccccc2)c(=O)[nH]c1=O | i | 2 | i | 6 | 0.7 | 1 | -2 | 3 | -4 | -1
CS(=O)(=O)NNC(=O)C1Cc2c(ccc3ccccc23)O1 (centres undefined) | i | -3 | i | -9 | -0.2 | -8 | -2 | -1 | 0 | -2
CC(CN(C)Cc1ccccc1)OC(=O)c1cccc(F)c1 (centres undefined) | i | -4 | i | 1 | -0.2 | 5 | 1 | 2 | -3 | -3
CCC(=O)N1CCc2cc(S(=O)(=O)NCCCOC)ccc21 | i | 4 | i | 2 | -2.2 | -2 | 5 | 2 | 0 | 2
CCCc1n[nH]c2c1/C(=N\OCC)CC(C)(C)C2 | i | 5 | i | 5 | 0.5 | -5 | -1 | 1 | -2 | 3
CCc1cc2c(=O)c(-c3nc4ccccc4n3C)coc2c(CN2CCC(C)CC2)c1O | i | -2 | i | -2 | 1.7 | -9 | 6 | 0 | -2 | -1

5 entries from above, sorted by the value under LMPTP block, descending.
SMILES | Neddylation inh | CSN inh | Rpn11 block | SUMO1 PPI mod | LMPTP block | Scp-1 inhibitor | DNMT1 inh | Rin1 Abl inh | NadD inh | STEP block
O=C(N/N=C/c1ccc2c(c1)OCO2)c1cccc(NC(=O)c2ccccc2Cl)c1 | i | 0 | i | -13 | 1.5 | -3 | -4 | -1 | 6 | 1
Cc1ccnc(NC(=O)CNC(=O)c2ccc(C)s2)c1 | i | 0 | i | -1 | 1.0 | -3 | 3 | -1 | -4 | -3
CC(CN(C)Cc1ccccc1)OC(=O)c1cccc(F)c1 (centres undefined) | i | -4 | i | 1 | -0.2 | 5 | 1 | 2 | -3 | -3
CCC(=O)N1CCc2cc(S(=O)(=O)NCCCOC)ccc21 | i | 4 | i | 2 | -2.2 | -2 | 5 | 2 | 0 | 2
CCCC(c1nnnn1CCC(C)C)N1CCC(C(N)=O)CC1 (centres undefined) | i | 3 | i | 3 | -2.6 | -4 | 13 | -1 | -3 | -3
